# Prostate diff: promotes differentiation of LNCaP prostate cells | flow cytometry side scatter, 4 d | side scatter shift, % at 10 µM | 0.56% of 24,000 active | AID 795;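 active means side scatter shift above 30%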;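 further: androgen-responsive LNCaP prostate cancer cells in charcoal-stripped serum medium; percent of cells past a gate set so DMSO wells show 10% shift; higher shift means more granular cells and more differentiation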
# VLA-4 antagonist: blocks LDV-FITC ligand binding to Mn2+-activated human VLA-4 integrin. Jurkat cells, LDV-FITC binding with Mn2+, flow cytometry; 100% = Mn2+-driven binding gain fully reversed. inhibition, % at 10 µM (by protocol). 0.2% of 24,000 active;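 active means inhibition above 50%; inconclusive means compound itself fluorescent, judged against control cell fluorescence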;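 further: 0% = Mn2+ stimulated cells lacking compound and 100% = ligand binding without Mn2+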
# Target sequence (P13612 whole entry, looked up): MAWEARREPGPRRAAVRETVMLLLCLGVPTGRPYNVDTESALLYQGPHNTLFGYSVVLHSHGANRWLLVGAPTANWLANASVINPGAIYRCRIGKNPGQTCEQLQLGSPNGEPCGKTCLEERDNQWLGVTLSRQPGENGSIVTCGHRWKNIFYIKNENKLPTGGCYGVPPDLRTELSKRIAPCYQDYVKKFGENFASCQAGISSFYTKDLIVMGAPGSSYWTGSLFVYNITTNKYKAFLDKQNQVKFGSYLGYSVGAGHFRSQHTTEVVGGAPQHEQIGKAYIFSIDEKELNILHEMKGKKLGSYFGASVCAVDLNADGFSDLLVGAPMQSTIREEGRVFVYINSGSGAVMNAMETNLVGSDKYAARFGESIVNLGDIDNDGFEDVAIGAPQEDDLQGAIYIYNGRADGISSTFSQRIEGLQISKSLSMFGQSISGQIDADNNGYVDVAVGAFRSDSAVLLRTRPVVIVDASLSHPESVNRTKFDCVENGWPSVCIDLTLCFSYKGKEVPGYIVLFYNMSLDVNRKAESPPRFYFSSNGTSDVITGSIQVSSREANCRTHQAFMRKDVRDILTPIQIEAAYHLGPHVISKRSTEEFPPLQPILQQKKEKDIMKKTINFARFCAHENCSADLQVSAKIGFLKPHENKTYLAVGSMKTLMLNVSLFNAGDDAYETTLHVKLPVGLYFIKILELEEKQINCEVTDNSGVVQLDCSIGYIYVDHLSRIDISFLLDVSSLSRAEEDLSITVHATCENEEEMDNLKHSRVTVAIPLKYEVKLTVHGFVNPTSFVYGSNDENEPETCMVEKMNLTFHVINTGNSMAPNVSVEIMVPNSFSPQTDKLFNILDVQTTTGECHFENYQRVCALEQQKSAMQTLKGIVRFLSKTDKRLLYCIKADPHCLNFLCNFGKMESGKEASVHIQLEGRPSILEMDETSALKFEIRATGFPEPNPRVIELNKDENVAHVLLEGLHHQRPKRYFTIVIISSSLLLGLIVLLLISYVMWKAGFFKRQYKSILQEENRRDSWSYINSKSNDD
# VLA-4 agonist: allosterically activates the human VLA-4 integrin; activation, % at 10 µM (by protocol); AID 528; 24,000 tested, under 10 active; Jurkat cells, LDV-FITC binding, flow cytometry;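 active means fluorescent ligand binding to cells raised by more than 40% of the manganese-induced maximum; inconclusive means compound's own fluorescence above 85% of the ligand control signal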;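 further: 0% = ligand binding without compound and 100% = manganese-stimulated maximal binding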
# Jurkat autofluor: compound fluoresces in Jurkat cells, VLA-4 screen interference. compound autofluorescence, flow cytometry; active compounds read high; 1 = vehicle-only cell background. fluorescence ratio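 (tested at 10 µM compound in the well)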. 0.61% of 24,000 active. AID 576;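 active means fluorescence ratio above 2.44, which is 1 plus 3 SD of all ratios; inconclusive means signal too bright to measure linearly, ratio around 10 or more; inactive means fluorescence ratio below 2.44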;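 further: green fluorescence of cells measured with 488 nm excitation and 530 nm emission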
# Numbers without * were called inactive; ? = inconclusive; · = not tested or not shown. Some of the compounds tested (hit frequency here may not be typical).
Prostate diff	VLA-4 agonist	Jurkat autofluor	VLA-4 antagonist	Compound
10	-6	1.2	16	CCOc1ccc(N(CC(=O)Nc2ccc(C)cc2)S(=O)(=O)c2c(C)noc2C)cc1
6	0	1	-3	COc1ccc(-c2[nH]nc3c2C(c2ccccc2OC(=O)N2CCOCC2)C(C#N)=C(N)O3)cc1 (stereo not drawn)
3	-9	1.1	-1	Cc1cc(C)cc(NC(=O)CSc2nnc(Cc3cccn3C)n2-c2ccc(F)cc2)c1
4	8	0.95	-18	COC(=O)c1ccc(C(=O)OC)c(NC(=O)Nc2ccc3c(c2)OCO3)c1
12	1	1	-12	CCCCn1cnc2c(c1=O)c1nc3ccccc3nc1n2Cc1ccc2c(c1)OCO2
1	-2	1.2	-13	COc1cc2c(cc1OC)C1=C(C#N)CN(C3CCCCC3)CN1CC2
11	5	1	-4	CCC(=O)NC1(C(F)(F)F)C(=O)NC(C)=C1C#N (stereo not drawn)
14	-9	1	-9	CSc1cc(C)nc(NC(C)=O)n1
7	2	1	17	CCOC(=O)N1CCC(NC(=O)c2cc(C)c3c(C)nn(-c4ccccc4)c3n2)CC1
14	6	1.1	-27	CC(C)NCC(O)COc1c(F)cc(Br)cc1F (stereo not drawn)
7	4	1	-2	CCOc1ccc(S(=O)(=O)N2CCN(Cc3ccccc3)CC2)c2cccnc12
6	2	1.1	16	COc1cc(NC2c3ccccc3C(=O)N2c2ccc(C)cn2)cc(OC)c1OC (stereo not drawn)
3	-4	1	-3	Cc1cc(NCCN2CCCCC2)n2c(nc3ccccc32)c1C#N
7	0	1	12	CC(=O)N1CCC2(CC1)CC(=O)c1cc(OCC(=O)NCc3ccc(C)cc3)ccc1O2
4	-6	1.1	19	Cn1c(=O)c2c(-c3ccccc3)n(-c3ccccc3O)cc2n(C)c1=O
10	-1	1.1	-15	CCn1cnc2sc(C(=O)N(Cc3ccc(N(C)C)cc3)Cc3ccco3)c(C)c2c1=O
2	4	1	16	O=C(CCN1C(=O)C2C3C=CC(C3)C2C1=O)Nc1ccc2c(c1)OCO2 (stereo not drawn)
12	0	1.1	-3	O=C(c1cc(-c2ccncc2)nc2ccccc12)N1CCN(c2ccc(N3CCOCC3)nn2)CC1
14	3	1.1	-7	Cc1ccc2c(c1)NC(=O)C(CC(=O)O)O2 (stereo not drawn)
7	0	1	-24	Nc1nc(-c2ccc(Cl)cc2)nn1C(=O)c1cccnc1
6	-1	0.98	10	CC1=C(C(=O)NC(C)c2ccc3c(c2)OCCO3)C2(CCC(C)CC2)OC1=O (stereo not drawn)
5	-9	1	3	CC(CCc1ccccc1)NC(=O)c1ccc(Br)o1 (stereo not drawn)
5	6	1	-16	Cc1cc2nc(C)n(CCCN)c2cc1C
9	9	1.1	1	COc1ccc(OC)c(CCNC(=O)CN2C(=O)CC(C)(C)S(=O)(=O)c3ccccc32)c1
3	3	1	-9	COc1ccc(CC(=O)NCc2cn3ccsc3n2)cc1
10	-3	0.99	10	CC1=C(C)CC(C(=O)c2ccccc2)C(C(=O)O)C1 (stereo not drawn)
1	-5	1	-11	CCn1cc(S(=O)(=O)CC(=O)Nc2ccc(C)cc2)c2ccccc21
2	3	0.98	-14	C[C@]12CC[C@@H]3c4ccc(O[C@@H]5O[C@H](C(=O)O)[C@@H](O)[C@H](O)[C@H]5O)cc4CC[C@H]3[C@@H]1C[C@@H](O)[C@@H]2O
15	?	1.1	?	Cc1cc2ccccc2c(=O)n1CC(=O)NC1CCCCCC1
7	2	0.96	-27	Cc1ccnc(NS(=O)(=O)c2ccc(NC(=O)C3CCCNC3=O)cc2)n1 (stereo not drawn)
12	-9	1	12	COC(=O)c1sc2ccccc2c1NC(=O)c1cccs1
7	-8	0.94	-2	O=C(N1CCN(Cc2ccccc2)CC1)C12CC3CC(CC(C3)C1)C2

# A second format for part of the listing above.
structure: COC(=O)c1sc2ccccc2c1NC(=O)c1cccs1
- Prostate diff = 12
- VLA-4 agonist = -9
- Jurkat autofluor = 1
- VLA-4 antagonist = 12
structure: O=C(N1CCN(Cc2ccccc2)CC1)C12CC3CC(CC(C3)C1)C2
- Prostate diff = 7
- VLA-4 agonist = -8
- Jurkat autofluor = 0.94
- VLA-4 antagonist = -2

# Next compounds.
Prostate diff	VLA-4 agonist	Jurkat autofluor	VLA-4 antagonist	Compound
2	?	4.8*	?	C=CCn1c(/N=C/c2ccc(N(C)C)cc2)nc2ccccc21
11	3	1	-4	CC(C)(CC(=O)N1CCN(c2ccc(Cl)cc2)CC1)CC1=NS(=O)(=O)c2ccccc2N1
11	0	1.1	-1	O=C(NCc1ccc(Cl)cc1)c1cc(-c2ccco2)on1
13	0	1	-12	CCOCCCNC(=O)C1CCN(S(=O)(=O)N(CC(C)C)CC(C)C)CC1
6	-5	0.94	2	Cc1cc(C)n(Cc2nc3ccccc3n2C)n1
4	1	1	8	Cc1nn(Cc2ccccc2Cl)c(C)c1N
3	-8	1	-8	CCCC1CCC(C(=O)Nn2c(C)nc3ccccc3c2=O)CC1 (stereo not drawn)
11	8	1	-10	S=C(c1ccc(N2CCOCC2)cc1)N1CCCCC1
10	-2	0.99	12	CCOC(=O)c1cccc(NC2c3ccccc3C(=O)N2Cc2ccco2)c1 (stereo not drawn)
11	2	0.79	-34	Cn1c(Cn2c(=O)sc3ccccc32)nnc1SCC(=O)NCC1CCCO1 (stereo not drawn)
2	-5	1	12	O=C(CN1CCN(C(=O)c2ccco2)CC1)Nc1ccc(Cl)c(C(F)(F)F)c1
0	4	0.95	26	COc1ccccc1NC(=O)CSc1nnc(Cc2cc(=O)[nH]c(=O)[nH]2)n1-c1ccccc1
9	-6	0.98	4	NCCCCCc1nnc(SC/C=C/c2ccccc2)o1
6	-4	1.2	12	O=C(Nc1ccc(Cl)cc1)N1CCN(c2ccc3nnc(-c4ccc(F)cc4)n3n2)CC1
5	1	1	-11	COCCn1nnnc1CN(Cc1cccnc1)Cc1cc2cc(OC)ccc2[nH]c1=O
3	2	1.1	-2	COC(=O)c1nc2n(n1)C(c1cccc(Cl)c1)C1=C(CC(C)(C)CC1=O)N2 (stereo not drawn)

# A section from further up:
Prostate diff	VLA-4 agonist	Jurkat autofluor	VLA-4 antagonist	Compound
11	2	0.79	-34	Cn1c(Cn2c(=O)sc3ccccc32)nnc1SCC(=O)NCC1CCCO1 (stereo not drawn)
2	-5	1	12	O=C(CN1CCN(C(=O)c2ccco2)CC1)Nc1ccc(Cl)c(C(F)(F)F)c1
0	4	0.95	26	COc1ccccc1NC(=O)CSc1nnc(Cc2cc(=O)[nH]c(=O)[nH]2)n1-c1ccccc1

# Next structures.
Prostate diff	VLA-4 agonist	Jurkat autofluor	VLA-4 antagonist	Compound
11	3	1	-1	O=c1cc(CO)oc(CN2CCC(Cc3ccccc3)CC2)c1O
3	0	1	0	COc1ccc(NC(=O)C2CCCN2S(=O)(=O)c2ccc3c(c2)CCC(=O)N3)cc1 (stereo not drawn)
11	-2	1.1	5	CCOC(=O)c1cccc(NC(=O)C2CCCN(S(=O)(=O)c3cnc[nH]3)C2)c1 (stereo not drawn)
10	12	0.9	-5	COc1ccccc1CNC(=O)CC(NS(=O)(=O)c1ccc(C)cc1)c1ccco1 (stereo not drawn)
10	3	1	-16	CC(=O)NC(=O)NC1CSCC1OC(C)=O (stereo not drawn)
8	-8	1.1	-4	CC(C)(C)n1nnnc1C(c1cccc(C#N)c1)N1CCC(Cc2ccccc2)CC1 (stereo not drawn)
8	?	1.4	?	COC(=O)CCC(=O)N1CCc2cc(S(=O)(=O)N3CCc4ccccc43)ccc21
5	2	1.1	13	Cc1ccc(S(=O)(=O)C2(C(=O)NCc3ccc4c(c3)OCO4)CC2)cc1

# Another view of part of the listing above.
SMILES,Prostate diff,VLA-4 agonist,Jurkat autofluor,VLA-4 antagonist
CC(=O)NC(=O)NC1CSCC1OC(C)=O (stereo not drawn),10,3,1,-16
CC(C)(C)n1nnnc1C(c1cccc(C#N)c1)N1CCC(Cc2ccccc2)CC1 (stereo not drawn),8,-8,1.1,-4

# Next part
Prostate diff	VLA-4 agonist	Jurkat autofluor	VLA-4 antagonist	Compound
9	-6	1	-6	CCOC(=O)c1cccc(NC(=O)c2ccco2)c1
15	-7	1	26	CCOC(=O)CSC1=C(C#N)C(=O)NC(c2ccc(OC)c(OC)c2)S1 (stereo not drawn)
12	-1	0.93	8	COc1ccc(N(CC(=O)NCc2cccs2)S(=O)(=O)c2c(C)n[nH]c2C)cc1
6	-1	1	-4	CC(=O)N1CCN=C1SCc1ccc(F)cc1
2	2	1.1	-18	CCOC(=O)N1CCN(C(=O)COc2ccc(S(=O)(=O)NC3CCCCC3)cc2C)CC1
6	4	1.1	-20	O=C(Cn1cc2c(n1)CCCC2)NCCCN1CCCC1
12	4	1.1	-13	CCn1c(=O)cc(OCC(=O)NCc2ccc(C)o2)c2ccccc21
13	-8	1	12	CC1Cc2nc(SCC(=O)Nc3ccc4c(c3)OCO4)n(Cc3ccccc3)c(=O)c2S1 (stereo not drawn)

# An excerpt of these results, as labelled records:
O=C(Cn1cc2c(n1)CCCC2)NCCCN1CCCC1
  Prostate diff: 6
  VLA-4 agonist: 4
  Jurkat autofluor: 1.1
  VLA-4 antagonist: -20
CCn1c(=O)cc(OCC(=O)NCc2ccc(C)o2)c2ccccc21
  Prostate diff: 12
  VLA-4 agonist: 4
  Jurkat autofluor: 1.1
  VLA-4 antagonist: -13

# Further structures.
Prostate diff	VLA-4 agonist	Jurkat autofluor	VLA-4 antagonist	Compound
13	4	1.1	-7	CCOC(=O)C1CCN(Cc2ccc(OC)c(C)c2OC)CC1
2	1	1.1	24	COc1ccc(N2C(=O)CCC(C(=O)NCc3ccccn3)C2c2ccc(OC)c(OC)c2)cc1 (stereo not drawn)
5	2	1.1	-8	Cc1ccc(-c2noc(-c3ccccc3C(=O)NCC3CCCO3)n2)cc1 (stereo not drawn)
0	?	1.2	?	COc1ccccc1NC(=O)CN1CCN(CC(=O)Nc2ccc(Cl)c(C(F)(F)F)c2)CC1
21	-21	1.1	11	CCN(CCNC(=O)Nc1ccc(Cl)cc1)c1ccccc1
9	?	1.1	?	CCCCNC(=O)CS(=O)Cc1nc(-c2cccs2)oc1C (stereo not drawn)
5	-13	0.94	0	Cc1ccccc1OCCn1c(=O)oc2ccccc21
5	-8	1.4	-16	Nn1cc(-c2ccccc2)nc1SCC(=O)N1CCN(S(=O)(=O)c2ccccc2)CC1
3	5	1.1	-38	COC(=O)C1=C(C)Nc2ccc(C)cc2S1
9	-2	1	-18	Cn1c(Cc2ccccc2)nnc1SCC(=O)N1CCOCC1
11	-8	1	-8	FC(F)Sc1nnc(-c2cccs2)n1-c1ccccc1
5	5	0.95	-6	CCOc1ccc(CCNC(=O)C2CCN(c3ccc(N4CCOCC4)nn3)CC2)cc1OCC
1	2	1	-4	O=C(O)c1ccc(NS(=O)(=O)c2ccc3c(c2)OCCO3)cc1
15	0	1.1	-17	O=C1c2ccccc2-c2nccnc21
1	10	1	-2	Cc1csc(NC(=O)Nc2cccc(Cl)c2)n1
5	-4	0.98	35	Oc1ccc(-c2nc3ncccn3c2Nc2ccc3c(c2)OCO3)cc1
6	-2	1	-15	O=C(CN1C(=O)C2C3C=CC(C3)C2C1=O)NCc1ccc2c(c1)OCO2 (stereo not drawn)
8	8	1.1	8	CC1(C)CC(=O)C2=C(C1)NC(=O)CC2c1ccc(F)cc1 (stereo not drawn)
6	?	6.9*	?	CN(C)c1ccc(/C=C/C(O)=C2/C(=O)N(C)C3(C)CC2c2ccccc2O3)cc1 (stereo not drawn)
2	6	0.99	-14	CC(C(=O)Nc1ccccc1-c1ccccc1)N1CCN(C(=O)c2ccco2)CC1 (stereo not drawn)
8	-3	1	22	COc1ccc(C)cc1NC(=O)c1nnn(Cc2cccc(F)c2)c1N
0	?	1.1	?	Cc1ccc(CSC2=Nc3ccccc3C3=NC(CC(=O)NCc4ccco4)C(=O)N23)cc1 (stereo not drawn)
5	-4	1	6	CSc1cccc(NC(=O)CN2C(=O)c3ccccc3S2(=O)=O)c1
12	4	0.99	0	CCOC(=O)N1CCN(C(=O)CCCN2C(=O)CSc3nc(C)cc(C)c32)CC1
12	-2	1.1	10	Cc1ccc(C)c(NC(=O)CSc2nnc(Cc3cccn3C)n2-c2ccc(F)cc2)c1
5	4	1.2	-7	CCOC(=O)c1cnc2c(C#N)c(C)nn2c1-c1ccccc1
3	4	1	-8	O=C(Cn1ncc2c(=O)oc3ccccc3c21)NCCCN1CCCC1=O
·	?	1.3	?	Cc1ccc2c(c1)[nH]c1c(N3CCN(Cc4ccccc4)CC3)ncnc12
10	-1	1	36	COc1ccccc1-c1nnc(SCC(=O)N2CCC(C)CC2)o1
7	-8	1.1	15	O=C(Cn1c(=O)n(Cc2ccco2)c(=O)c2ccccc21)Nc1cccc(Cl)c1
4	3	0.99	10	O=C(CCn1nc(-c2ccc(Cl)cc2)ccc1=O)NCCCN1CCCCCC1
13	-3	1.1	1	Cc1ccc(C)n1CCN1CCN(C(=O)CSc2nc3ccccc3nc2N2CCOCC2)CC1
1	0	1	-14	O=C(O)CCC(=O)Nc1nc(-c2ccccc2)cs1
16	-1	1.1	11	COC(=O)c1cc(=O)n(Cc2cccs2)c(=NCc2cccs2)s1
10	10	0.92	-26	S=c1[nH]nc(-c2ccccc2)n1C1C=CCCC1 (stereo not drawn)

# Compound activity as filed in PubChem.
